UBC13 polyUb: human UBC13 polyubiquitination inhibition; P61088; UBC13 polyubiquitin chain formation, TR-FRET; 0.47% of 330,000 active; inhibition, % at 20 µM; in the data active means inhibition above about 45%, passing the limit was not always enough
Target sequence (P61088 whole entry, looked up): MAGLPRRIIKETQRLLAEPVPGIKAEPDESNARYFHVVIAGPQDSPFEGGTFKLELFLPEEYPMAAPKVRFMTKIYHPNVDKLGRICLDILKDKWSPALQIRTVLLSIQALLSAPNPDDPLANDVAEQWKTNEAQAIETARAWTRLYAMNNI
beta cell repl: induces beta-cell replication in MIN6 cells | 0.29% of 330,000 active | MIN6 cells proliferation, ATPlite luminescence, 48 h; cells starved in 0.2% serum; 100% = growth in 10% serum | proliferation, % at 10 µM | AID 2380;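 active means compounds whose signal lies at least 3.5 SD above the mean of all wells on their plate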;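 further: 0% = DMSO-treated cells in low-serum medium and 100% = 10% serum control; some compounds called inactive have numbers as strong as hits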
SENP1 FRET inh: SENP1 (human) catalytic domain inhibition; Q9P0U3; recombinant SENP1 catalytic domain, CyPet-SUMO1-YPet FRET cleavage; inhibition, % at 10 µM; 0.21% of 360,000 active;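 active means inhibition at least 30% at 10 µM, raw YFP signal under a set limit, fluorescence ratio 0.5 to 1.5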;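 further: 0% = enzyme with DMSO and 100% = no enzyme wells; some results filed as inactive read as strong as hits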
Target sequence (Q9P0U3 419-644 limits assumed): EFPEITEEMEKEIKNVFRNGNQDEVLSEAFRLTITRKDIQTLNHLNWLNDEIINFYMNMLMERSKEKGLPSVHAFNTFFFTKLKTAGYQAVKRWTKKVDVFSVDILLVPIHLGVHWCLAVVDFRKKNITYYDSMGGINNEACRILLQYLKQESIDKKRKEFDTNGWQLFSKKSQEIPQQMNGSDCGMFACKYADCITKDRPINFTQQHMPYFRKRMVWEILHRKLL
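Assay system – human recombinant His6-tagged SENP1 catalytic domain enzyme · Input – SENP1 enzyme, 20 pM final · Buffer or medium – Tris pH 8 buffer plus EDTA, NaCl, BME, BSA, NP40, catalase · Schedule – 50 min reaction at room temperature · Technique – FRET read of cyan and yellow fluorescence · Control set – no-enzyme wells low, DMSO-plus-enzyme wells high control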
SENP6 block: inhibitors of human SENP6 protease. Recombinant SENP6 catalytic domain, aminoluciferin luminescence. inhibition, % at 10 µM. 1.8% of 330,000 active. AID 2599;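 active means inhibition above about 50% at the single tested dose, limit read from the data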;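 further: plate controls were DMSO wells with enzyme for no effect and DMSO wells lacking enzyme for full effect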
HKDC1 inhibitor: HKDC1 (human) hexokinase inhibition | Q2TB90 | recombinant HKDC1, G6PDH/diaphorase resazurin coupled fluorescence | inhibition, % at 20 µM | 0.16% of 340,000 active | AID 493160;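 active means inhibition above about 35% when tested at 20 µM, limit read from the data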;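 further: plate controls were DMSO wells with enzyme for no effect and DMSO wells lacking enzyme for full effect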
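Test system: recombinant HKDC1 (HK5) hexokinase enzyme, produced in-house; Amount: enzyme 5 µg/mL final; Buffer or medium: Tris pH 8.0 buffer with MgCl2, Tween-20, BSA, BME; Reagent: glucose and ATP substrates; Doses: 20 µM test compound, 1% DMSO; Incubation: 90 min reaction incubation at room temperature, dark; Detection: resorufin fluorescence at 613 nm.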
SENP8 block-1: SENP8 protease inhibition; Q96LD8; purified SENP8, Z-RLRGG-aminoluciferin cleavage, luminescence; inhibition, % at 10 µM; 1.2% of 330,000 active; AID 2540; in the data active means inhibition above about 50%
Target sequence (Q96LD8 whole entry, looked up): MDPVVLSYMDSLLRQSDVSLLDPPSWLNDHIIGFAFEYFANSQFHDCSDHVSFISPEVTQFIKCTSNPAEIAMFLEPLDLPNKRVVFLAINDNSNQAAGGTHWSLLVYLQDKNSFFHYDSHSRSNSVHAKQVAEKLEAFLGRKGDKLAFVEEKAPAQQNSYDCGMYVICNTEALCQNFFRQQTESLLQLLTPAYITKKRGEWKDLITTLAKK
PfGluPho inh: PfG6PD (Plasmodium falciparum) enzyme inhibition | PfGluPho enzyme, NADPH resazurin-diaphorase fluorescence | inhibition, % at 20 µM | 0.78% of 350,000 active;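 active means inhibition reaching at least a set limit at 20 µM in the primary screen, cut at about 59% in these data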;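 further: 0% = DMSO wells with substrate and 100% = DMSO wells lacking glucose-6-phosphate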
SENP8 block-2: SENP8 (human) protease inhibition | Q96LD8 | recombinant SENP8, Nedd8 substrate fluorescence | inhibition, % at 20 µM | 0.64% of 360,000 active | AID 602440; in the data active means inhibition mostly above about 40%, no sharp cut-off; inactive means mostly below about 27%
SENP7 inh: SENP7 protease inhibition. recombinant SENP7, Z-RLRGG-aminoluciferin luminescence, 40 min. Q9BQF6. 1.5% of 330,000 active. AID 434973. inhibition, % at 5 µM;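 active means inhibition above about 50% at the single test dose, limit read from the data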;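 further: plate controls were DMSO with enzyme for no effect and no enzyme buffer wells for full effect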
Target sequence (Q9BQF6 706-1050 limits assumed): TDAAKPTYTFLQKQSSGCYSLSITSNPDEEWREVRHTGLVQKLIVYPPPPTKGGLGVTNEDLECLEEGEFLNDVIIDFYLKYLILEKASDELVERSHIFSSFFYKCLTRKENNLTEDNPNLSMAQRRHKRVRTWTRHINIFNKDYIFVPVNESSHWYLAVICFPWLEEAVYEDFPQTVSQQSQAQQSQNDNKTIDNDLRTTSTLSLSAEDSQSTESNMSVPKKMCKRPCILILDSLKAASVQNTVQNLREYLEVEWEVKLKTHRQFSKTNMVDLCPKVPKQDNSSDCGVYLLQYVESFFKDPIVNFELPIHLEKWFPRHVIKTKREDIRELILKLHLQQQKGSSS
The depositor's hits bear a star; i = inactive; x = not tested or not shown.

SMILES	UBC13 polyUb	beta cell repl	SENP1 FRET inh	SENP6 block	HKDC1 inhibitor	SENP8 block-1	PfGluPho inh	SENP8 block-2	SENP7 inh
CC(C)(C)C(=O)NC(=S)Nc1ccccc1N1CCCC1	-2	-3	0	-11	-2	-9	-15	-33	0
O=C(c1cccs1)N1CC=C(c2ccccc2)CC1	-10	1	1	-17	0	-17	-7	13	-9
O=C1CNC(=S)N1Cc1ccccc1Cl	6	-1	3	-14	-3	5	7	10	2
COc1ccc(NC(=O)c2ccc3nc(-c4ccccc4)c(-c4ccccc4)nc3c2)c(OC)c1	2	-1	2	-2	-1	0	-20	29	-1
Cc1cc(=O)oc(C)c1C(=O)Nc1ccc2nsnc2c1	10	-4	4	-36	5	-4	-6	-370	-4
O=[N+]([O-])c1cc(S(=O)(=O)N2CCCC2)ccc1N/N=C/c1cccs1	-40	0	1	1	-4	2	2	17	-2
COc1ccc(C(c2nnnn2CC2CCCO2)N2CCN(c3ccccc3)CC2)cc1 (stereo not drawn)	2	-1	-2	-20	4	-3	9	16	-5
NC(=O)c1cc(S(=O)(=O)NCc2ccc(Br)cc2)cs1	4	-3	0	9	-1	-2	0	4	1
Cc1cc(C(=O)Nc2sc3c(c2C#N)CCCC3)no1	-19	-5	0	12	3	-12	46	12	0
CN(C)CCNc1nc(-c2ccccc2)nnc1C(F)(F)F	-3	-1	3	2	2	-4	-16	17	10
COc1ccc(CC(=O)NC2CC2)cc1OC	6	-3	-3	10	2	7	-18	4	-1
O=C(NN1C(=O)C2C3c4ccccc4C(c4ccccc43)[C@@H]2C1=O)c1ccccc1 (stereo partly drawn)	10	-1	-2	-5	-8	-1	9	14	2

As entered above:
O=C(NN1C(=O)C2C3c4ccccc4C(c4ccccc43)[C@@H]2C1=O)c1ccccc1 (stereo partly drawn) in UBC13 polyUb reads 10
O=C1CNC(=S)N1Cc1ccccc1Cl in PfGluPho inh reads 7

The list goes on.
SMILES	UBC13 polyUb	beta cell repl	SENP1 FRET inh	SENP6 block	HKDC1 inhibitor	SENP8 block-1	PfGluPho inh	SENP8 block-2	SENP7 inh
C=CCN1C=CC(=O)CC1	5	1	4	-5	4	1	-12	15	-2
Cc1cc2ccccn2c1C(=O)Nc1ccccc1	3	-2	-4	23	-11	8	30	-382	6
CC(C)(C)NC(=O)C(c1ccco1)N(C(=O)Cn1nnc(-c2ccc(F)cc2)n1)c1cccc(F)c1 (stereo not drawn)	-15	-4	0	-4	-5	-9	0	5	-10
Cc1onc(C(=O)Nc2ccccc2C(F)(F)F)c1[N+](=O)[O-]	-3	-5	1	-3	-4	-5	-3	3	5
NNC(=O)c1nnn(-c2nonc2N)c1CN1CCCC1	1	-4	1	6	-5	5	19	5	5
Cc1ccc(CSc2nnc(SCC(=O)N/N=C/C=C/c3ccco3)s2)cc1	2	-2	-1	-10	-6	-12	37	21	-8
COc1ccccc1N1C(=O)c2cccc3c(Cl)ccc(c23)C1=O	-2	1	-20	-6	-5	-2	15	14	7
O=c1[nH]c(N2CCCCC2)nc2c1CCCC2	7	1	-2	-18	-2	0	-1	17	-4
CCOC(=O)c1sc2nccc(OC)c2c1N=CNOC	4	1	1	11	-3	0	-2	-366	4
O=C(OC1CCCCC1)c1ccc(NC(=O)c2ccco2)cc1	-8	-3	0	-9	1	-5	-12	9	7
CCCc1cc(=O)oc2c3c(c4c(c12)OC(C)(C)C=C4)OC(C)C(C)C3O (stereo not drawn)	10	-6	-6	-9	4	-1	0	-39	7
Cc1ccc(S(=O)(=O)N(CC(=O)NCC2CCCO2)Cc2cccc(C)c2)cc1 (stereo not drawn)	-3	-2	-1	6	-7	-7	9	3	21
O=C(Cn1ccc2ccccc2c1=O)NCC(=O)N1CCN(c2ccc(F)cc2)CC1	-5	1	0	-8	-2	-5	-10	-7	0
O=C(Oc1nsnc1N1CCOCC1)c1ccccc1	-15	-1	0	-12	-17	-7	13	18	6
COc1cc(/C=C2\SC(N)=NC2=O)ccc1OCC(=O)Nc1ccc(C)cc1	-5	-2	-1	-4	2	5	9	-167	-2
CC1(C)Cc2cccc(OCC(=O)Nc3ccccc3C(F)(F)F)c2O1	6	3	-2	-6	-1	-14	1	6	-4
Nc1ccnn1-c1ccccc1	-8	-5	2	-22	-9	-11	-1	21	-8
Cc1nc2nc(COc3ccccc3)[nH]n2c(=O)c1Cl	2	-2	1	-28	6	14	-10	17	29
CC(=O)c1ccc(OCc2cc(C(=O)N3CC4C[C@@H]5CC3C[C@H](C4)C5)no2)cc1	-12	-6	-2	1	-8	5	9	0	-3
CC(=O)c1ccc(OCC(=O)c2cc(C)n(-c3ccc4c(c3)OCO4)c2C)cc1	-2	-3	0	-2	-4	-2	4	18	-7
Cc1nc2ccccc2c2c(N)c3ccccc3n12	-62	-2	8	-19	4	-9	33	15	-1
O=C(Cc1coc2ccc3ccccc3c12)N1CCN(c2ncccn2)CC1	5	-3	-18	-6	10	-4	-4	-70	-2
C#CCOCCOCCOCCNc1nc(N2CCN(C(=O)[C@H](CCC(=O)O)n3cc(C(N)[C@H](C)CC)nn3)CC2)nc(N2CCN(C(=O)[C@H](Cc3cc4ccccc4[nH]3)n3cc(C(N)[C@H](C)CC)nn3)CC2)n1 (stereo partly drawn)	7	1	x	3	x	3	x	x	-2
Cc1ccc2cc3c(N)c4c(C)ccc(C)c4nc3nc2c1	x	x	-25	x	7	x	51	-40	x
C=CSc1sc(Cl)c(N(CC)CC)c1[N+](=O)[O-]	0	1	1	-11	-2	-7	14	25	0
COCc1cc(C)n(CC(=O)Nc2ccccc2OC)c(=O)c1C#N	3	-3	2	1	1	2	-4	-107	0
CCN(CC)C(=O)COc1ccc(-c2ccccc2)cc1	-2	-1	1	70*	-8	46	-22	22	60*
CCOC(=O)N1CCN(c2ccnc3cc(Cl)ccc23)CC1	5	7	1	-10	-1	-5	5	-264	12
O=C(O)CCN1C(=O)C2C3CC(C2C1=O)C1C(c2ccccc2)c2sc(=O)n(-c4ccccc4)c2SC31 (stereo not drawn)	-12	-4	0	-1	13	-4	-20	6	-1
CC(C)c1ccc(NC(=S)N(C)CCc2ccccn2)cc1	-1	-1	1	23	-4	9	9	4	10
Cc1ccc(-c2ccccc2)n1-c1ccc(C(=O)O)cc1	0	-2	-3	-1	-8	2	-4	2	8
CNC(=O)c1ccsc1NC(=O)C1CCN(S(=O)(=O)c2ccc(Cl)s2)CC1	8	2	0	-3	-1	-2	7	12	-3
FC(F)(F)c1nnc(Nc2ccc(Cl)cc2)s1	4	-2	0	7	-1	-7	33	32	3
COc1ccc(OCC(=O)OC2CCCN(C)C2)cc1 (stereo not drawn)	14	-2	1	2	-2	-2	2	10	-5
CCc1nc2ccccc2n1Cc1cc(=O)n2cc(C)ccc2n1	-5	0	-13	-8	-3	-8	-1	i	-2
Cc1nnc(NC(=O)c2ccc(S(=O)(=O)N3CCCCC3C)cc2)o1 (stereo not drawn)	-14	-2	1	-5	-9	-11	-29	3	-18
CSc1nc2ccccc2cc1/C=C(\C#N)c1ccccc1	5	-2	-48	-4	0	3	35	-491	1
Cn1c(=O)c(C(=O)N2CCc3ccccc32)cc2cccnc21	1	0	1	-9	4	-16	8	13	15
C=CCOc1c(CNc2cccc(C(=O)O)c2)cccc1OCC	20	-2	-1	-1	14	-3	-20	-266	1
COc1ccc(N2CCCn3c2nc2c3c(=O)n(CCN3CCOCC3)c(=O)n2C)cc1	5	-1	-2	-10	8	5	-26	16	0
CCC(=O)c1ccc(OCC(O)CNCCc2ccc(Cl)cc2)cc1 (stereo not drawn)	4	-6	-2	-16	-4	-1	-6	24	0
O=C1CC(N2CCC(Cc3ccccc3)CC2)C(=O)N1CCc1ccccc1 (stereo not drawn)	2	-3	1	-10	3	-7	-7	-2	6
CC(C)(C)OC(=O)C[C@@H]1C/C=C\C[C@H](CC(=O)N(CCO)Cc2ccccc2)C(=O)N2CCC[C@H]2COC1=O	-10	-5	0	-7	-3	-8	-4	25	-7
O=C(NCc1ccc(F)cc1)C1CCN(S(=O)(=O)c2cccc3nonc23)CC1	8	0	10	2	-5	10	13	-1	0
O=S(=O)(N1CCCCC1)N1CCN(CC(O)COc2ccc3cc(Br)ccc3c2)CC1 (stereo not drawn)	12	-5	-1	-16	-9	-16	1	12	6
Cc1ccc(C(=O)Oc2cc(N)n(S(=O)(=O)c3ccc(C)cc3)n2)cc1	-1	-5	7	23	20	6	-12	-2	9
CCc1nc2sc3ccccc3c(=O)c2c(=O)n1Cc1ccco1	5	4	-17	-14	7	-2	12	19	5
COc1ccc(-n2nc(C(=O)NCC(=O)NCc3ccco3)c3ccccc3c2=O)c(OC)c1	4	0	2	-16	0	4	-8	-8	-1

5 structures out of the list, ordered by SMILES length, ascending.
SMILES	UBC13 polyUb	beta cell repl	SENP1 FRET inh	SENP6 block	HKDC1 inhibitor	SENP8 block-1	PfGluPho inh	SENP8 block-2	SENP7 inh
CCC(=O)c1ccc(OCC(O)CNCCc2ccc(Cl)cc2)cc1 (stereo not drawn)	4	-6	-2	-16	-4	-1	-6	24	0
O=C1CC(N2CCC(Cc3ccccc3)CC2)C(=O)N1CCc1ccccc1 (stereo not drawn)	2	-3	1	-10	3	-7	-7	-2	6
Cc1ccc(C(=O)Oc2cc(N)n(S(=O)(=O)c3ccc(C)cc3)n2)cc1	-1	-5	7	23	20	6	-12	-2	9
O=C(NCc1ccc(F)cc1)C1CCN(S(=O)(=O)c2cccc3nonc23)CC1	8	0	10	2	-5	10	13	-1	0
COc1ccc(N2CCCn3c2nc2c3c(=O)n(CCN3CCOCC3)c(=O)n2C)cc1	5	-1	-2	-10	8	5	-26	16	0

Next entries
SMILES	UBC13 polyUb	beta cell repl	SENP1 FRET inh	SENP6 block	HKDC1 inhibitor	SENP8 block-1	PfGluPho inh	SENP8 block-2	SENP7 inh
CCOc1ccc(NC(=O)/C=C/c2ccc(OC)cc2)c([N+](=O)[O-])c1	-37	-2	28	0	-7	-5	11	13	5
O=S(=O)(NCCC1=CCCCC1)c1ccc(OC(F)(F)F)cc1	0	3	1	2	0	6	16	1	-1
CN(C)S(=O)(=O)N1CCN(c2ccc([N+](=O)[O-])c(N3CCOCC3)c2)CC1	-25	-4	1	-1	7	-7	-9	17	-7
O=C(NCCN1CCOCC1)c1ccccc1Oc1ccccc1	1	-1	-4	3	-4	0	-5	23	2
Cc1ccc(C(=O)OCC(=O)NCc2ccco2)cc1C	-1	5	5	10	-3	-2	14	17	3
C/C(=N/NC(=O)C1CCN(S(=O)(=O)c2ccc(C)cc2)CC1)c1cccc([N+](=O)[O-])c1	3	-1	1	-26	10	-3	-15	38	0
CCCCC(CC)CNC(=O)Cn1c(=O)[nH]c2ccsc2c1=O (stereo not drawn)	3	-2	2	-6	-8	7	9	20	5
O=C(CNC(=O)c1cccc(Cl)c1)NCCCSc1ccccc1	-3	-3	2	-9	-2	-7	6	2	14
CCn1c(CCCNC(=O)c2ccc(F)cc2)nc2ccccc21	-4	1	-1	-13	-5	22	1	8	15
CCCc1cc(C(=O)Nc2cnn(Cc3ccc(F)cc3)c2)no1	24	0	1	-10	-2	-3	9	20	-10
O=C(NN=C1C2CC3CC(C2)CC1C3)c1cc(Cl)ccc1O	2	-2	4	1	-3	-2	-16	-499	2
CC(C)(C)n1ncc2c(=O)n(CC(=O)NCc3ccco3)cnc21	4	-2	-3	-2	-4	4	-6	22	9
O=C(COC(=O)CNC(=O)c1ccccc1F)Nc1cccc(S(=O)(=O)N2CCCCCC2)c1	2	-4	4	-2	-5	-2	-19	4	-4
COc1cccc(C(=O)Nc2ccc(C(F)(F)F)n(C)c2=O)c1	-7	-3	0	45	4	65*	3	-22	80*
